Bioassay records (PubChem BioAssay)
BH1578 lux ind = inducers of Vibrio cholerae quorum light production without autoinducers | V. cholerae BH1578 lux reporter, luminescence, 6 h | activation, % at 18.7 µM | 350,000 tested, 0.16% active | AID 588436; in the data active = activation mostly above about 9.7%, no sharp cut-off; also: not every result past the cut was called active; inactives centre near 0; reference of the scale not given here
MazF activator = increases E. coli MazEF RNase cleavage of RNA. 350,000 tested, 0.32% active. FAM/BHQ RNA-DNA oligo cleavage fluorescence, 5 h. activation, % at 20 µM. P0AE70; in the data active = activation above about 50%
Target sequence (P0AE70 whole entry, looked up): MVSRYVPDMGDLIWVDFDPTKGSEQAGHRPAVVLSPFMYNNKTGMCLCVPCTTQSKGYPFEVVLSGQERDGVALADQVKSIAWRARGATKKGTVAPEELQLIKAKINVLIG
TcdB GH inh = inhibitors of Clostridioides difficile toxin B glycohydrolase | P18177 | TcdB glycohydrolase enzymatic assay, plate reader | inhibition, % at 9.99 µM | 350,000 tested, 0.24% active | AID 652162; in the data active = inhibition above about 10%
Y pestis TopoI = blocks Yersinia pestis topoisomerase I activity. 360,000 tested, 0.064% active. activity, % at 10 µM. Y. pestis Topo-I cleavage product accumulation, plate reader; in the data active = activity above about 50%, passing the limit was not always enough; also: inactives centre near 2
Rv3671c protease = inhibitors of M. tuberculosis serine protease Rv3671c; inhibition, % at 5.96 µM; 320,000 tested, 0.048% active; P9WHR9; in the data active = inhibition above about 38%;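 also: extracellular domain of Rv3671c used as enzyme; 0% = enzyme with DMSO and 100% = no enzyme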
Target sequence (P9WHR9 whole entry, looked up, the tested form may be a part): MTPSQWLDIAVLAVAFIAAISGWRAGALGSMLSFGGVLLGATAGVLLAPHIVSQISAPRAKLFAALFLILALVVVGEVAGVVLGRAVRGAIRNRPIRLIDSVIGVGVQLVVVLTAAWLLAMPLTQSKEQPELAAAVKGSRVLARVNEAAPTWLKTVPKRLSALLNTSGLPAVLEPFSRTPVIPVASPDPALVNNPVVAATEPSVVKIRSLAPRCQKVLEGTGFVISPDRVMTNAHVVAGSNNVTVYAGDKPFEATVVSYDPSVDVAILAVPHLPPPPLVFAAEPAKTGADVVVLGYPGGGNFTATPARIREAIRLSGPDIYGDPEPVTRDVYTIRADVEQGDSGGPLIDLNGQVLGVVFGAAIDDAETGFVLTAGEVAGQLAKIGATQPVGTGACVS
3CLpro inhibitor = SARS-CoV 3CLpro protease inhibition; P0C6X7; recombinant SARS-CoV 3CLpro, quenched FRET peptide cleavage; inhibition, % at 6 µM; 290,000 tested, 0.14% active; AID 1706; in the data active = inhibition above about 12%
PrPC surface inh = cell surface PrPC inhibition, primary TR-FRET screen | 370,000 tested, 0.43% active | inhibition, % at 13.8 µM | TR-FRET read-out | AID 720596 | P04156; in the data active = inhibition above about 24%; also: 0% = median of the test wells and 100% = reference compound wells
DUSP3 inh = DUSP3 (human) phosphatase inhibition. P51452. recombinant VHR phosphatase, pNPP absorbance. inhibition, % at 13.3 µM. 290,000 tested, 0.52% active; in the data active = inhibition above about 50%; also: some compounds called inactive have numbers as strong as hits
Target sequence (P51452 whole entry, looked up): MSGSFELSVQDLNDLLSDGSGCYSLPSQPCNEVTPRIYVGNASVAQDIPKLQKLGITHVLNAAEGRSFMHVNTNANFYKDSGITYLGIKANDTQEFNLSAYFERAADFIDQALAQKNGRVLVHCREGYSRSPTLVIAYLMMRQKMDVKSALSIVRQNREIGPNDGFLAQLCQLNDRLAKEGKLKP
CCHF vOTU inh = CCHFV vOTU protease inhibition | Pep-AMC fluorescence | inhibition, % at 11.5 µM | 370,000 tested, 0.55% active; in the data active = inhibition above about 30%; also: 0% = vehicle wells with enzyme and 100% = no enzyme wells
SSB-PriA inh = blocks PriA binding to SSB C-terminal tail. AlphaScreen SSBct-PriA binding, biotinylated peptide. 430,000 tested, 0.6% active. inhibition, % at 33 µM; in the data active = inhibition mostly above about 37%, no sharp cut-off; inactive = mostly below about 20%;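 also: plate controls were negative control peptide for no effect and reference peptide for full effect; strong numbers were not always called active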
* marks the source's active call; other numbers are inactive results.

How did CC(=O)NC(Cc1ccccc1F)C(=O)NC1CCN(C(=O)Nc2ccc(C)cc2)CC1 (stereo unspecified) do in these assays?
BH1578 lux ind: inactive; MazF activator: 4; TcdB GH inh: 1.9; Y pestis TopoI: 0; Rv3671c protease: 5; 3CLpro inhibitor: -1; PrPC surface inh: 1; DUSP3 inh: 42; CCHF vOTU inh: -1; SSB-PriA inh: -7

Results for CC1(C)CC2CC(C)(CN2C(=O)COC(=O)c2ccccc2C(F)(F)F)C1 (stereo unspecified) ?
BH1578 lux ind: inactive; MazF activator: 3; TcdB GH inh: 0.3; Y pestis TopoI: 22; Rv3671c protease: 1; PrPC surface inh: -6; CCHF vOTU inh: 33*; SSB-PriA inh: -20

Results for COc1ccc(/C(O)=C2\C(=O)C(=O)N(c3cc(C)on3)C2c2ccccc2OC)cc1 (stereo unspecified) ?
BH1578 lux ind: -0.7; MazF activator: -3; Y pestis TopoI: 2; Rv3671c protease: 3; 3CLpro inhibitor: -2; PrPC surface inh: 16; DUSP3 inh: -20; CCHF vOTU inh: 4

How did NC(=O)CC(NC(=O)c1ccccc1)c1ccc(N2CCCCCCC2)c([N+](=O)[O-])c1 (stereo unspecified) do in these assays?
BH1578 lux ind: -0.4; MazF activator: -2; TcdB GH inh: 1.2; Y pestis TopoI: 5; Rv3671c protease: -7; 3CLpro inhibitor: 5; PrPC surface inh: 1; DUSP3 inh: 24; CCHF vOTU inh: 11; SSB-PriA inh: 21

What do the screens show for `Cc1ccc2c(c1)N(CC(=O)N1CCN(C3CCCCC3)CC1)C(=O)CO2`?
BH1578 lux ind: -0.2; MazF activator: 6; TcdB GH inh: 1.5; Y pestis TopoI: -4; Rv3671c protease: 0; 3CLpro inhibitor: -2; PrPC surface inh: 2; DUSP3 inh: 31; CCHF vOTU inh: -8; SSB-PriA inh: 7

How did NC(=O)C[C@H](NC(=O)c1ccc(Cl)cc1)C(=O)OCc1ccccc1 do in these assays?
BH1578 lux ind: -0.5; MazF activator: 5; TcdB GH inh: 0.8; Y pestis TopoI: -1; Rv3671c protease: 8; PrPC surface inh: -3; CCHF vOTU inh: 18; SSB-PriA inh: 2

What do the screens show for `CCOc1ccc(NC(=O)COC(=O)c2n[nH]c3ccccc23)cc1`?
BH1578 lux ind: inactive; MazF activator: 5; TcdB GH inh: 0.3; Y pestis TopoI: 3; Rv3671c protease: -8; PrPC surface inh: 7; CCHF vOTU inh: 0; SSB-PriA inh: -7

How did COCCn1c(SCC(=O)N2CCC(C)CC2)nc2ccccc2c1=O do in these assays?
BH1578 lux ind: -2.8; MazF activator: -4; Y pestis TopoI: 22; Rv3671c protease: 1; 3CLpro inhibitor: 2; PrPC surface inh: -8; DUSP3 inh: 22; CCHF vOTU inh: 1; SSB-PriA inh: -7

How did COC(=O)c1cccc(N(CC(=O)NC2CCCCC2)C(=O)CNC(=O)c2cccs2)c1 do in these assays?
BH1578 lux ind: -0.3; MazF activator: 9; TcdB GH inh: 2.8; Y pestis TopoI: 18; Rv3671c protease: 2; 3CLpro inhibitor: 1; PrPC surface inh: -3; DUSP3 inh: 17; CCHF vOTU inh: 3; SSB-PriA inh: -5

How did COc1cc(CN2CCN(Cc3ccco3)CC2)cc(OC)c1 do in these assays?
BH1578 lux ind: -2.2; MazF activator: 5; TcdB GH inh: 0.0; Y pestis TopoI: 6; Rv3671c protease: 2; 3CLpro inhibitor: 3; PrPC surface inh: -2; DUSP3 inh: 2; CCHF vOTU inh: 12; SSB-PriA inh: 4

How did O=C(Cn1cc(COc2ccc(C(=O)c3ccccc3)cc2)nn1)c1ccc(O)cc1 do in these assays?
BH1578 lux ind: inactive; MazF activator: 2; TcdB GH inh: -0.1; Y pestis TopoI: -1; PrPC surface inh: 23; CCHF vOTU inh: 4; SSB-PriA inh: -4

How did Cc1cc(C(=O)CSc2ncnc3ccccc23)c(C)n1C1CC1 do in these assays?
BH1578 lux ind: -0.1; MazF activator: 17; TcdB GH inh: 0.8; Y pestis TopoI: 8; Rv3671c protease: -3; PrPC surface inh: 7; CCHF vOTU inh: 6; SSB-PriA inh: 3

Results for S=c1[nH]ccn1CCc1ccccc1 ?
BH1578 lux ind: 1.2; MazF activator: -7; TcdB GH inh: -0.6; Y pestis TopoI: -2; Rv3671c protease: -3; 3CLpro inhibitor: -2; PrPC surface inh: -3; DUSP3 inh: -24; CCHF vOTU inh: 3; SSB-PriA inh: 1

How did CCOC(=O)C1=C(c2ccccc2)NC(=O)NC1c1cc(OCC)c(O)c([N+](=O)[O-])c1 (stereo unspecified) do in these assays?
BH1578 lux ind: 2.1; MazF activator: -1; TcdB GH inh: 0.7; Y pestis TopoI: -1; 3CLpro inhibitor: 5; PrPC surface inh: -18; DUSP3 inh: 15; CCHF vOTU inh: 16; SSB-PriA inh: 6

Results for O=C(O)c1cccc(CSc2n[nH]c(-c3ccc(Cl)cc3Cl)n2)c1 ?
BH1578 lux ind: inactive; MazF activator: -2; TcdB GH inh: -2.5; Y pestis TopoI: 6; Rv3671c protease: 1; 3CLpro inhibitor: 1; PrPC surface inh: 10; DUSP3 inh: -3; CCHF vOTU inh: 6; SSB-PriA inh: -3

What do the screens show for `COc1ccc(Nc2nc(N)nc(CN3CCN(c4ccc(F)cc4)CC3)n2)cc1`?
BH1578 lux ind: inactive; MazF activator: 8; Y pestis TopoI: -4; Rv3671c protease: -4; 3CLpro inhibitor: -3; PrPC surface inh: -1; DUSP3 inh: 10; CCHF vOTU inh: 3; SSB-PriA inh: 11

How did Cn1cc([N+](=O)[O-])c(C(=O)n2cccn2)n1 do in these assays?
BH1578 lux ind: 0.5; MazF activator: 0; TcdB GH inh: 1.1; Y pestis TopoI: -12; Rv3671c protease: 1; 3CLpro inhibitor: 0; PrPC surface inh: -1; DUSP3 inh: 2; CCHF vOTU inh: -11; SSB-PriA inh: -2

Results for O=C(CN1C(=O)NC2(CCCC2)C1=O)OCc1ccc(Br)cc1 ?
BH1578 lux ind: inactive; MazF activator: 1; TcdB GH inh: 0.3; Y pestis TopoI: -1; Rv3671c protease: 9; PrPC surface inh: 0; CCHF vOTU inh: 28; SSB-PriA inh: -5

Results for CCOC(=O)c1c(CN2CCN(CC#N)CC2)n(C)c2cc(Br)c(OC)cc12 ?
BH1578 lux ind: inactive; MazF activator: 16; TcdB GH inh: -0.4; Y pestis TopoI: 3; Rv3671c protease: -13; 3CLpro inhibitor: -3; PrPC surface inh: -11; DUSP3 inh: 28; CCHF vOTU inh: -18; SSB-PriA inh: -10

What do the screens show for `COc1cccc(-c2nn(C)c3sc(C(=O)N4CCN(c5ccccc5)CC4)cc23)c1`?
BH1578 lux ind: -0.1; MazF activator: -3; Y pestis TopoI: 9; Rv3671c protease: -20; 3CLpro inhibitor: 2; PrPC surface inh: -7; DUSP3 inh: -11; CCHF vOTU inh: 6; SSB-PriA inh: 11

Arranged by length of the SMILES (low to high): some entries from above
How did Cc1cc(C(=O)CSc2ncnc3ccccc23)c(C)n1C1CC1 do in these assays?
BH1578 lux ind: -0.1; MazF activator: 17; TcdB GH inh: 0.8; Y pestis TopoI: 8; Rv3671c protease: -3; PrPC surface inh: 7; CCHF vOTU inh: 6; SSB-PriA inh: 3

What do the screens show for `Cc1ccc2c(c1)N(CC(=O)N1CCN(C3CCCCC3)CC1)C(=O)CO2`?
BH1578 lux ind: -0.2; MazF activator: 6; TcdB GH inh: 1.5; Y pestis TopoI: -4; Rv3671c protease: 0; 3CLpro inhibitor: -2; PrPC surface inh: 2; DUSP3 inh: 31; CCHF vOTU inh: -8; SSB-PriA inh: 7

What do the screens show for `COc1cccc(-c2nn(C)c3sc(C(=O)N4CCN(c5ccccc5)CC4)cc23)c1`?
BH1578 lux ind: -0.1; MazF activator: -3; Y pestis TopoI: 9; Rv3671c protease: -20; 3CLpro inhibitor: 2; PrPC surface inh: -7; DUSP3 inh: -11; CCHF vOTU inh: 6; SSB-PriA inh: 11

Other structures:
How did CNC(=O)Cc1nc2ccccc2n1CC(=O)Nc1cc(C)cc(C)c1 do in these assays?
BH1578 lux ind: inactive; MazF activator: 6; TcdB GH inh: -1.3; Y pestis TopoI: -1; Rv3671c protease: -5; 3CLpro inhibitor: 2; PrPC surface inh: 1; DUSP3 inh: 18; CCHF vOTU inh: 8; SSB-PriA inh: -4

How did O=C(NCCN1CCCC1)c1ccc(Cn2c(=S)[nH]c3ccc(Br)cc3c2=O)cc1 do in these assays?
BH1578 lux ind: -0.3; MazF activator: 4; TcdB GH inh: 1.9; Y pestis TopoI: 7; Rv3671c protease: -24; 3CLpro inhibitor: 5; PrPC surface inh: -11; DUSP3 inh: 10; CCHF vOTU inh: -2; SSB-PriA inh: 5

Results for CCC1CCc2c(sc(NC(=O)c3cnccn3)c2C(N)=O)C1 (stereo unspecified) ?
BH1578 lux ind: inactive; MazF activator: 13; TcdB GH inh: 1.6; Y pestis TopoI: 1; Rv3671c protease: 4; 3CLpro inhibitor: -1; PrPC surface inh: -4; DUSP3 inh: -2; CCHF vOTU inh: -7; SSB-PriA inh: 3

What do the screens show for `CN(CC(=O)Nc1cccc(F)c1)C(=O)c1ccc(-n2cncn2)c([N+](=O)[O-])c1`?
BH1578 lux ind: inactive; MazF activator: 5; TcdB GH inh: 3.2; Y pestis TopoI: 0; Rv3671c protease: 3; PrPC surface inh: -14; CCHF vOTU inh: -2; SSB-PriA inh: -13

What do the screens show for `Cc1ccnc(NC(c2ccccc2)c2ccc3cccnc3c2O)c1` (stereo unspecified)?
BH1578 lux ind: -8.3; MazF activator: -26; TcdB GH inh: 0.6; Y pestis TopoI: -4; PrPC surface inh: 7; CCHF vOTU inh: 23; SSB-PriA inh: -4

Results for Cc1oc(-c2ccccc2Cl)nc1CN1CCCN(C(=O)c2ccco2)CC1 ?
BH1578 lux ind: -0.3; MazF activator: 0; TcdB GH inh: 0.0; Y pestis TopoI: 13; Rv3671c protease: -10; 3CLpro inhibitor: 3; PrPC surface inh: 4; DUSP3 inh: -10; CCHF vOTU inh: 3; SSB-PriA inh: -3

What do the screens show for `COc1ccc(/C=N/n2cncn2)cc1Cn1nc(C)c([N+](=O)[O-])c1C`?
BH1578 lux ind: 0.6; MazF activator: 6; Y pestis TopoI: -4; Rv3671c protease: 0; 3CLpro inhibitor: 3; DUSP3 inh: 2; SSB-PriA inh: inactive

What do the screens show for `Cc1[nH]c2ccccc2c1N=Nc1ccccc1C(=O)O`?
BH1578 lux ind: 0.1; MazF activator: 5; TcdB GH inh: 0.7; Y pestis TopoI: 4; Rv3671c protease: 6; 3CLpro inhibitor: 3; PrPC surface inh: -13; DUSP3 inh: 3; CCHF vOTU inh: 8; SSB-PriA inh: -1

How did Cn1c(=O)c2c(nc3n2CC(O)CN3c2ccccc2)n(C)c1=O (stereo unspecified) do in these assays?
BH1578 lux ind: -0.3; MazF activator: 9; TcdB GH inh: -0.3; Y pestis TopoI: -1; Rv3671c protease: -2; PrPC surface inh: 6; CCHF vOTU inh: -7; SSB-PriA inh: -11

How did COc1ccc(-c2nn(-c3ccccc3)cc2C(=O)Nc2ccc(C(=O)O)cc2)cc1OC do in these assays?
BH1578 lux ind: 0.4; MazF activator: -3; TcdB GH inh: 3.1; Y pestis TopoI: -2; Rv3671c protease: 5; 3CLpro inhibitor: 9; PrPC surface inh: -1; DUSP3 inh: 2; CCHF vOTU inh: 3; SSB-PriA inh: -7

How did COc1cc(NC(=O)C/C(C)=N/NC(=O)c2cccc(O)c2)c(OC)cc1Cl do in these assays?
BH1578 lux ind: -0.2; MazF activator: 3; TcdB GH inh: 0.4; Y pestis TopoI: 11; Rv3671c protease: -13; 3CLpro inhibitor: 2; PrPC surface inh: 16; DUSP3 inh: -10; CCHF vOTU inh: -11

How did CN(C)CCCN(C(=O)c1ccco1)c1nc2ccc(Cl)cc2s1 do in these assays?
BH1578 lux ind: -0.4; MazF activator: 14; TcdB GH inh: 1.1; Y pestis TopoI: -7; Rv3671c protease: -10; 3CLpro inhibitor: 1; PrPC surface inh: -2; DUSP3 inh: 26; CCHF vOTU inh: -5; SSB-PriA inh: 6

How did O=C(CCC(=O)N1CCSc2ccccc21)NCc1ccc(Cl)cc1 do in these assays?
BH1578 lux ind: -0.9; MazF activator: 12; TcdB GH inh: 0.7; Y pestis TopoI: 15; Rv3671c protease: 9; 3CLpro inhibitor: 1; PrPC surface inh: -1; DUSP3 inh: 6; CCHF vOTU inh: -7; SSB-PriA inh: -4

An excerpt; rates above refer to the full screens.
